Screening results deposited in PubChem by several laboratories.
GPR35 antagonists: GPR35 antagonists blocking zaprinast-driven arrestin recruitment, primary screen, imaging, U2OS, beta-arrestin-GFP, zaprinast agonist (AID 2058). G-protein coupled receptor 35 (Homo sapiens). U2OS GPR35 beta-arrestin-GFP translocation imaging, zaprinast antagonism; higher % means a stronger effect. inhibition, % at 10 µM; hits with a dose series show IC50 in µM. actives 0.052% (n = 290,000);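 active means inhibition of at least 50% with at least 30 cells and total cytoplasm GFP at most 10,000,000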
K1F lysis inhibition: inhibition of K1F phage lysis, E. coli UTI89, bacterial capsule biogenesis inhibitors, alamar blue (AID 488966) | E. coli UTI89 K1F phage lysis, alamar blue, 2 h; higher % means a stronger effect | inhibition, % at 100 µM; hits with a dose series show IC50 in µM | actives 0.02% (n = 340,000);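 active means phage lysis inhibition, versus mean bacterial control, above a set limit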;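 further: capsule biogenesis inhibitors block K1F phage lysis so surviving cells raise fluorescence; higher fluorescence means more inhibition of phage lysis; actives were called in the ten point dose series up to 300 µM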
NTR1 ag: agonists of NTR1, primary screen, imaging, U2OS cells, beta-arrestin-GFP, high content (AID 493036) | activation, % at 20 µM | NTR1-U2OS beta-arrestin-GFP spot imaging, agonist mode | Neurotensin receptor type 1 (Homo sapiens), P30989 | actives 0.17% (n = 330,000);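 active means activation at or above 40% of the spot to cytoplasm intensity ratio, with at least 20 cells analyzed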;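 further: 0% = DMSO without peptide and 100% = 100 nM NTR1 peptide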
Target sequence (P30989 whole entry, looked up): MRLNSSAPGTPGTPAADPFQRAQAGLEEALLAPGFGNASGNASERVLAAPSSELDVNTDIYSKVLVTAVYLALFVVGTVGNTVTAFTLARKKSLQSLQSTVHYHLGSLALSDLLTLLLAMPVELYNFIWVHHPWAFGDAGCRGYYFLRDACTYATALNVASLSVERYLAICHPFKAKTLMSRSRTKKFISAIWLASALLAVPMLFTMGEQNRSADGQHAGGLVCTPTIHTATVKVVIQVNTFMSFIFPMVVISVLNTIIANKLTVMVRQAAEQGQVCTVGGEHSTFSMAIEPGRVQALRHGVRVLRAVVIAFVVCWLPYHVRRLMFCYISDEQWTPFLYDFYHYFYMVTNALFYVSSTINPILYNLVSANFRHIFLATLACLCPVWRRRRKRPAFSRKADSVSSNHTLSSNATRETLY
SIAH1 antagonists: Siah-1 peptide-binding antagonists, primary screen, biochemical, fluorescence polarization, rhodamine-plectin, uHTS (AID 1817); E3 ubiquitin-protein ligase SIAH1 (Homo sapiens); Siah-1 / rhodamine-plectin peptide fluorescence polarization; higher % means a stronger effect; displacement, % at 20 µM; hits with a dose series show IC50 in µM; actives 0.02% (n = 290,000);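 active means displacement of at least 50% at 20 µM, with a fluorescence ratio check between 0.3 and a set limit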;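 further: plate controls were Siah plus tracer with DMSO for no effect and tracer alone without Siah for full effect; strong numbers were not always called active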
AID2073: inhibitors of Mint1-CaV2.2 protein interaction, biochemical, HTRF (AID 2073); Voltage-dependent N-type calcium channel subunit alpha-1B (Homo sapiens); actives 0.19% (n = 290,000); HTRF protein-protein interaction, Mint1-CaV2.2; higher % means a stronger effect; inhibition, % at 20 µM, or IC50 in µM where a hit was titrated; in the data active means inhibition mostly above about 51%, no sharp cut-off; further: some results filed as inactive read as strong as hits
Dengue-2 NS5 capping: Dengue-2 NS5 methyltransferase inhibitors, primary screen, biochemical, confirmation dose response (AID 588689); Genome polyprotein (Dengue virus type 2 (strain 16681-PDK53)); Dengue-2 NS5 methyltransferase capping enzyme assay, biochemical; higher % means a stronger effect; inhibition, % at 25 µM, or IC50 in µM where a hit was titrated; actives 0.3% (n = 340,000); in the data active means a potency from the dose series
HIV peptide binding: inhibitors of HIV fusion peptide binding, primary screen, biochemical, uHTS, fluorescence dequenching (AID 1986); cell-free peptide binding, fluorescence dequenching, 30 min; higher % means a stronger effect; inhibition, % at 20 µM; hits with a dose series show IC50 in µM; actives 0.3% (n = 290,000); in the data active means inhibition mostly above about 52%, no sharp cut-off; inactive means mostly below about 76%; further: some results filed as inactive read as strong as hits
GPR55 LPI antagonism: GPR55 antagonists blocking LPI-driven arrestin recruitment, primary screen, imaging, U2OS, beta-arrestin-GFP, LPI agonist (AID 2013) | one-dose inhibition, % at 10 µM; IC50 in µM for titrated hits | actives 0.13% (n = 290,000) | U2OS GPR55 beta-arrestin-GFP translocation imaging, LPI antagonism; higher % means a stronger effect;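 active means spots per cell inhibited over 60%, with over 100 cells counted and total cytoplasm intensity under 500,000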;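 further: U2OS cells stably carrying GPR55 and arrestin-GFP stimulated by 5 µM LPI near EC80; imaged beta-arrestin-GFP aggregate spots per cell after agonist stimulation; plate controls were LPI-stimulated DMSO wells for no effect and DMSO wells without LPI for full effect; some results filed as inactive read as strong as hits; confirmed hits need IC50 under 10 µM and bright autofluorescent wells are also inconclusive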
GPR55 activation: GPR55 agonists via beta-arrestin recruitment, primary screen, imaging, U2OS cells, beta-arrestin-GFP redistribution (AID 1961); actives 0.048% (n = 290,000); U2OS GPR55 beta-arrestin-GFP redistribution imaging; higher % means a stronger effect; one-dose activation, % at 10 µM; EC50 in µM for titrated hits;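 active means activation above 40% with more than 50 cells counted in the well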;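 further: U2OS osteosarcoma cells stably expressing GPR55 and beta-arrestin-GFP; plate controls were DMSO negative control for no effect and LPI positive control for full effect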
NTR1 ag cell count 20 µM: recorded beside NTR1 ag, whose call it bears; cell count; measured here: cell count, cytotoxicity flag
Dengue-2 NS5 capping pilot replicate: second read-out of Dengue-2 NS5 capping, no call of its own (marks repeat the call); inhibition, %; measured here: pilot screen replicate inhibition
The depositor's hits bear a star; [ ] = remark or other dose.

For NC(=O)c1ccccc1NC(=O)/C=C/c1ccc(Cl)cc1 the results were GPR35 antagonists 2%, K1F lysis inhibition -0.5%, NTR1 ag 2.6, SIAH1 antagonists 2%, AID2073 -1%, Dengue-2 NS5 capping -13%, HIV peptide binding 0.3%, GPR55 LPI antagonism 4%, GPR55 activation 0.7% and NTR1 ag cell count 20 µM 52.
For COc1ccc(S(=O)(=O)N2CCC(C(=O)NCCC(=O)NC3CC3)CC2)cc1 the results were GPR35 antagonists 7%, K1F lysis inhibition 0.4%, NTR1 ag -0.2, SIAH1 antagonists -4%, AID2073 11%, Dengue-2 NS5 capping 6%, HIV peptide binding 0.5%, GPR55 LPI antagonism -16%, GPR55 activation -0.1% and NTR1 ag cell count 20 µM 57.
Screening CCOc1[nH]n(-c2ccc(Cl)cc2)c(=O)c1C=Nc1ccc(C)cc1 returned GPR35 antagonists 3%, SIAH1 antagonists 2%, AID2073 1%, HIV peptide binding 1.7%, GPR55 LPI antagonism -1% and GPR55 activation -0.1%.
CC(=O)C1=C(C)NC(=O)NC1c1ccc(Cl)cc1 (stereo unspecified) was read as GPR35 antagonists 1%, K1F lysis inhibition 0.1%, NTR1 ag -0.5, SIAH1 antagonists 5%, AID2073 -1%, Dengue-2 NS5 capping -5%, HIV peptide binding -2.0%, GPR55 LPI antagonism 13%, GPR55 activation 0.4% and NTR1 ag cell count 20 µM 86.
Screening CCCCNC(=S)NNC(=O)c1cc(C)on1 returned GPR35 antagonists 7%, K1F lysis inhibition -3.3%, NTR1 ag 1.9, SIAH1 antagonists -3%, AID2073 -48%, Dengue-2 NS5 capping -9%, HIV peptide binding -5.1%, GPR55 LPI antagonism -11%, GPR55 activation -0.2% and NTR1 ag cell count 20 µM 62.
For Cc1ccc(C)c(OCC(=O)N/N=C/c2c(C)nn(-c3ccccc3)c2Cl)c1C the results were GPR35 antagonists -5%, K1F lysis inhibition 1.6%[50 µM], NTR1 ag 4.3, SIAH1 antagonists -3%, AID2073 1%, Dengue-2 NS5 capping 2%, HIV peptide binding 2.5%, GPR55 LPI antagonism -6%, GPR55 activation -0.2% and NTR1 ag cell count 20 µM 65.
Screening CC(=O)N1CCc2cc(C(=O)CN3CCN(c4cccc(Cl)c4)CC3)ccc21 returned GPR35 antagonists 6%, K1F lysis inhibition 3.3%, NTR1 ag 0.2, SIAH1 antagonists 1%, AID2073 -11%, Dengue-2 NS5 capping -3%, HIV peptide binding 7.2%, GPR55 LPI antagonism -4%, GPR55 activation -0.1% and NTR1 ag cell count 20 µM 50.
For O=C(CCc1ccc(S(=O)(=O)NCCc2ccccc2)cc1)NCc1ccco1 the results were GPR35 antagonists 7%, K1F lysis inhibition 0.3%, NTR1 ag 0.1, SIAH1 antagonists 10%, AID2073 -3%, Dengue-2 NS5 capping 5%, HIV peptide binding -0.8%, GPR55 LPI antagonism 4%, GPR55 activation 0.4% and NTR1 ag cell count 20 µM 53.
For Cc1cccc(NC(=S)N/N=C/c2c[nH]c3ccccc23)c1 the results were GPR35 antagonists 2%, K1F lysis inhibition 5.5%, NTR1 ag 30, SIAH1 antagonists -10%, AID2073 -17%, Dengue-2 NS5 capping -4%, HIV peptide binding -3.4%, GPR55 LPI antagonism -13%, GPR55 activation -0.2% and NTR1 ag cell count 20 µM 43.
`CCCCN(CC)C(=O)c1cc2cc3ccc(Cl)cc3nc2o1` gave GPR35 antagonists 5%, K1F lysis inhibition 2.5%[50 µM], NTR1 ag 4.4, SIAH1 antagonists 3%, AID2073 12%, Dengue-2 NS5 capping -6%, HIV peptide binding -0.8%, GPR55 LPI antagonism -8%, GPR55 activation 0.0% and NTR1 ag cell count 20 µM 101.
CCOC(=O)C1=C(CSc2nccn2C)NC(=O)NC1c1ccc(OC)cc1 (stereo unspecified) was read as GPR35 antagonists 0%, K1F lysis inhibition 5.8%, NTR1 ag 0.5, SIAH1 antagonists -2%, AID2073 14%, Dengue-2 NS5 capping -4%, HIV peptide binding 1.8%, GPR55 LPI antagonism 5%, GPR55 activation -0.1% and NTR1 ag cell count 20 µM 80.
Screening CCc1ccc2oc(C(=O)Nc3ccc(S(N)(=O)=O)cc3)c(C)c2c1 returned GPR35 antagonists -25%, K1F lysis inhibition 0.4%, NTR1 ag 0.6, SIAH1 antagonists 1%, AID2073 20%, Dengue-2 NS5 capping -2%, HIV peptide binding -0.7%, GPR55 LPI antagonism 10%, GPR55 activation -0.1% and NTR1 ag cell count 20 µM 42.
`O=C(NCc1ccc2c(c1)OCO2)c1ccc(S(=O)(=O)C(F)F)cc1` gave GPR35 antagonists -6%, K1F lysis inhibition 0.1%, NTR1 ag 0.2, SIAH1 antagonists 3%, AID2073 2%, Dengue-2 NS5 capping -4%, HIV peptide binding -0.4%, GPR55 LPI antagonism 8%, GPR55 activation -0.4% and NTR1 ag cell count 20 µM 41.
For O=C(CSCc1ccc(Cl)cc1)N1CCN(Cc2ccc3c(c2)OCO3)CC1 the results were GPR35 antagonists -5%, K1F lysis inhibition 3.7%, NTR1 ag -0.2, SIAH1 antagonists -2%, AID2073 0%, Dengue-2 NS5 capping -5%, HIV peptide binding -0.5%, GPR55 LPI antagonism 4%, GPR55 activation -0.1% and NTR1 ag cell count 20 µM 53.
For Nc1nc(N2CCN(C(=O)c3ccco3)CC2)nc2ccccc12 the results were GPR35 antagonists -13%, K1F lysis inhibition 0.3%, NTR1 ag -1.8, SIAH1 antagonists 1%, AID2073 2%, Dengue-2 NS5 capping -7%, HIV peptide binding 0.3%, GPR55 LPI antagonism 8%, GPR55 activation -0.4% and NTR1 ag cell count 20 µM 75.
For C=C(C)CNC(=S)Nc1nc2c(cc1C(=O)OCC)CCCC2 the results were GPR35 antagonists -14%, K1F lysis inhibition 0.5%, SIAH1 antagonists 9%, AID2073 0%, Dengue-2 NS5 capping -10%, HIV peptide binding 0.8%, GPR55 LPI antagonism 4% and GPR55 activation 0.5%.
`Cn1c(CNC(=O)c2ccco2)nnc1SCC(=O)N1CCN(c2ccccc2)CC1` gave GPR35 antagonists -10%, K1F lysis inhibition 0.2%, NTR1 ag -0.5, SIAH1 antagonists 9%, AID2073 7%, Dengue-2 NS5 capping 3%, HIV peptide binding 0.0%, GPR55 LPI antagonism 3%, GPR55 activation 0.3% and NTR1 ag cell count 20 µM 48.
CN(C)C(=O)COC(=O)c1cc(Cl)cc(Cl)c1N was read as GPR35 antagonists 20%, K1F lysis inhibition 0.1%, NTR1 ag 13, SIAH1 antagonists 4%, AID2073 12%, Dengue-2 NS5 capping 0%, HIV peptide binding 2.0%, GPR55 LPI antagonism 6%, GPR55 activation -0.1% and NTR1 ag cell count 20 µM 97.
`CCN1CCCC1CNc1ccc(S(C)(=O)=O)cc1[N+](=O)[O-]` (stereo unspecified) gave GPR35 antagonists -1%, K1F lysis inhibition 0.3%, NTR1 ag 0.2, SIAH1 antagonists 12%, AID2073 8%, Dengue-2 NS5 capping -10%, HIV peptide binding 0.8%, GPR55 LPI antagonism 2%, GPR55 activation -0.1% and NTR1 ag cell count 20 µM 56.
Cc1ccc(N(CC(N)=O)C2SC(=O)N(Cc3cccc(C(=O)O)c3)C2=O)cc1 (stereo unspecified) was read as GPR35 antagonists 10%, K1F lysis inhibition 1.8%, NTR1 ag -0.4, SIAH1 antagonists 2%, AID2073 -9%, Dengue-2 NS5 capping -2%, HIV peptide binding -0.8%, GPR55 LPI antagonism -13%, GPR55 activation 0.3% and NTR1 ag cell count 20 µM 27.
Screening O=C(CSc1cn(CCNC(=O)c2c(F)cccc2F)c2ccccc12)NCC1CCCO1 (stereo unspecified) returned GPR35 antagonists 2%, K1F lysis inhibition 0.7%, NTR1 ag 1.0, SIAH1 antagonists 4%, AID2073 -3%, Dengue-2 NS5 capping 0%, HIV peptide binding 2.1%, GPR55 LPI antagonism 4%, GPR55 activation -0.1% and NTR1 ag cell count 20 µM 48.
For COc1ccccc1N1CCN(C(=O)c2cc(C(=O)N3CCN(c4ccccc4OC)CC3)cc([N+](=O)[O-])c2)CC1 the results were GPR35 antagonists 14%, K1F lysis inhibition 0.1%, NTR1 ag -0.2, SIAH1 antagonists 1%, AID2073 -11%, Dengue-2 NS5 capping -6%, HIV peptide binding 1.2%, GPR55 LPI antagonism 13%, GPR55 activation -0.1%, NTR1 ag cell count 20 µM 50 and Dengue-2 NS5 capping pilot replicate 0.9.
CCCN(CCC)Cc1c(C(=O)N/N=C/C(C)=C\c2ccccc2)nnn1-c1nonc1N was read as GPR35 antagonists -14%, K1F lysis inhibition -0.6%, NTR1 ag 4.3, SIAH1 antagonists 3%, AID2073 7%, Dengue-2 NS5 capping 2%, HIV peptide binding -1.6%, GPR55 LPI antagonism 2%, GPR55 activation 0.52µM* and NTR1 ag cell count 20 µM 50.
COc1ccccc1C(=O)COC(=O)CN1C(=O)c2ccccc2C1=O was read as GPR35 antagonists -3%, K1F lysis inhibition -0.7%[50 µM], NTR1 ag -0.1, SIAH1 antagonists -2%, AID2073 3%, Dengue-2 NS5 capping 2%, HIV peptide binding -1.6%, GPR55 LPI antagonism 3%, GPR55 activation -0.1% and NTR1 ag cell count 20 µM 76.
CC1c2[nH]c3ccccc3c2C[C@H]2C(=O)N(CCO)CC(=O)N12 (stereo partly specified) was read as GPR35 antagonists 19%, K1F lysis inhibition 0.1%, NTR1 ag -1.5, SIAH1 antagonists 6%, AID2073 18%, Dengue-2 NS5 capping -1%, HIV peptide binding -1.2%, GPR55 LPI antagonism 3%, GPR55 activation 0.0% and NTR1 ag cell count 20 µM 83.
`NC(=S)NNc1cccc2cccnc12` gave GPR35 antagonists 12%, K1F lysis inhibition 0.5%, NTR1 ag 6.5, SIAH1 antagonists 64%, AID2073 63%, Dengue-2 NS5 capping 75%, HIV peptide binding 16%, GPR55 LPI antagonism 5%, GPR55 activation 0.2% and NTR1 ag cell count 20 µM 58.
